High-throughput results: PubChem, several laboratories
N-glyco inh: N-linked glycosylation inhibition; D54 ERlucT glycosylation luciferase reporter, 24 h; percent of 100 nM tunicamycin response; 360,000 compounds, 0.23% hits; reporter increase, % at 12.5 µM;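 active = mean luciferase reporter signal, scaled so untreated is 0 and the glycosylation-blocking control 100, at or above a set limit in every replicate; inconclusive = mean reaches the limit but not every replicate does; inactive = mean below the limit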;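 note: luciferase carries N-glycosylation sites so blocking glycosylation raises the light; 0% = median of neutral control wells and 100% = median of 100 nM tunicamycin wells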
MC4R ag barr: agonists of human melanocortin 4 receptor (MC4R) beta-arrestin | 360,000 compounds, 0.98% hits | activation, % at 8.9 µM | U2OS MC4R beta-arrestin complementation, luminescence; percent of melanotan II response, DMSO zero | P32245;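 active = activation above a per-plate cutoff, the mean activation of sample wells on that plate plus 3 SD, cut at about 8% in these data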
Target sequence (P32245 whole entry, looked up): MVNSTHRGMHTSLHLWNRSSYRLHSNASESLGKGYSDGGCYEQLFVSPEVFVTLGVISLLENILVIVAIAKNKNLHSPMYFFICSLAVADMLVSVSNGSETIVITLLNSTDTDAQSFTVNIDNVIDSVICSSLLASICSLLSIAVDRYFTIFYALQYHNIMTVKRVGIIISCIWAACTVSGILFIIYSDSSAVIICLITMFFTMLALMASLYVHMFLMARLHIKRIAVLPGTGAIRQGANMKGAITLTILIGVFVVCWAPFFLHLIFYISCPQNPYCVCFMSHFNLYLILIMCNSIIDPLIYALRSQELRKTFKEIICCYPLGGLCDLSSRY
aDG glyco act: increases alpha dystroglycan glycosylation | Pro5-aDG cells, alpha-DG glycosylation AlphaScreen (IIH6); 0% Pro5, 100% B10-LARGE cell signal | activation, % at 10 µM | 360,000 compounds, 0.22% hits | AID 624168;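 active = activation of at least 8% versus controls, or a plate z-score of at least 8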;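 note: Pro5 are CHO cells carrying HIG-tagged alpha-DG that lacks glycosylation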
ABHD5-PLIN5 inh: blocks binding of human ABHD5 to perilipin-5 | Split G. princeps luciferase complementation, luminescence, 4 h | inhibition, % at 4 µM | 360,000 compounds, 0.78% hits | AID 602281;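 active = inhibition above the mean inhibition across every tested compound plus 3 SD, cut at about 22% in these data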;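 note: 0% = DMSO only wells and the 100% control is not disclosed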
TLR9-MyD88 inh: blocks human TLR9 binding to MyD88 | 340,000 compounds, 0.21% hits | inhibition, % at 4.98 µM | Q9NR96+Q99836 | CHO BLA complementation TLR9-MyD88, CCF4 FRET ratio;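 active = inhibition above the mean over all tested compounds plus 3 SD, cut at about 21% in these data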;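 note: 0% = DMSO only wells and 100% = clavulanate BLA inhibitor control wells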
NOD2-RIPK2 inh: inhibitors of human NOD2-RIPK2 interaction | CHO BLA complementation NOD2-RIPK2, CCF4 ratio | 360,000 compounds, 0.38% hits | O43353 | inhibition, % at 4.98 µM | AID 624267; in the data active = inhibition above about 21%;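 note: 0% = vehicle only and 100% = reference blocker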
Target sequence (O43353 whole entry, looked up): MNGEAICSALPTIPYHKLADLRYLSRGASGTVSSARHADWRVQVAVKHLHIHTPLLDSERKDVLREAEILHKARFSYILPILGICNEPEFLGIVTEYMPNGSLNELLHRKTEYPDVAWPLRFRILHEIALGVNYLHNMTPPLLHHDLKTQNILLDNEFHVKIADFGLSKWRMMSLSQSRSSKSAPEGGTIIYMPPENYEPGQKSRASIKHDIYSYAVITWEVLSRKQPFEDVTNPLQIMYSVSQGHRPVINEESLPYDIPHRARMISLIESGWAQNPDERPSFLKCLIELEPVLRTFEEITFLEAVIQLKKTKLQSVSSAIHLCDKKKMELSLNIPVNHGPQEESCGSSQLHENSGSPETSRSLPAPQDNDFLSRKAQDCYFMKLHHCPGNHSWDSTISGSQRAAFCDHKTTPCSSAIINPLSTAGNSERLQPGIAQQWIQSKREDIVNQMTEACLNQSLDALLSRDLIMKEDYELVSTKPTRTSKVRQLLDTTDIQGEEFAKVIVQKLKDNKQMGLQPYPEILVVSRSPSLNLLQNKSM
MC4R antagonist: human MC4R antagonism in cAMP assay; P32245; MC4R-expressing cells, MTII-stimulated cAMP, LANCE TR-FRET; inhibition, % at 6.5 µM; 360,000 compounds, 0.48% hits; AID 540295;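 active = inhibition above its plate's cutoff, the mean of tested wells on that plate plus 3 SD, cut at about 29% in these data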;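 note: 0% = Melanotan II alone and 100% = Melanotan II plus saturating MCL0020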
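material = U2OS cells stably expressing human melanocortin 4 receptor (MC4R) | also added = Melanotan II challenge | dosing = single nominal compound dose of 6.5 µM | detection = TR-FRET with Eu-cAMP and labeled anti-cAMP, 671 nm | replication = singlicate | timing = compound 30 min, challenge 1 h, detection 1 h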
ABCB6 inh 2: human ABCB6 transporter inhibition. Q9NP58. K562-ABCB6 porphyrin accumulation, flow cytometry, 1 h; stronger effect = lower value. fluorescence ratio to DMSO, % at 10 µM. 360,000 compounds, 0.19% hits;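 active = fluorescence ratio to DMSO below 75%, the collection mean minus 3 SD; inconclusive = too few cells collected in the well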;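 note: signal is porphyrin accumulated inside mitochondria; 100% equals median channel fluorescence of DMSO control wells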
Vif inh: blocks HIV Vif function. HEK293T cells, Vif self-association by quenched fluorescence, imaging, 24 h. inhibition, % at 7.49 µM. 340,000 compounds, 0.35% hits; in the data active = inhibition above about 50%, passing the limit was not always enough; inconclusive = no clear call, values can overlap the other calls; inactive = below about 31%; note: some results filed as inactive read as strong as hits
Exocytosis inh: blocks lytic granule exocytosis. TALL-104 LAMP-1 surface exposure, flow cytometry; cells stimulated with thapsigargin and PMA. inhibition, % at 10 µM. 360,000 compounds, 0.66% hits;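 active = inhibition above about 55%, limit read from the data; inconclusive = no clear call, values can overlap the other calls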
The depositor's hits bear a star. Not all compounds are listed, so the mix of outcomes need not match the whole.

Screening COc1ccc(CN2C[C@@H](CO)O[C@@H](n3cnc4c(NCCCO)ncnc43)C2)cc1 returned N-glyco inh 2, MC4R ag barr -0.7, aDG glyco act -0.4, ABHD5-PLIN5 inh -5, NOD2-RIPK2 inh -9, MC4R antagonist 11, ABCB6 inh 2 98, Vif inh -6 and Exocytosis inh -3.
`COc1cc(OC)nc(Oc2ccc(NC(C)=O)cc2)n1` gave N-glyco inh 2, MC4R ag barr -1.4, aDG glyco act 0.2, ABHD5-PLIN5 inh -1, TLR9-MyD88 inh -4, NOD2-RIPK2 inh -2, MC4R antagonist 3, ABCB6 inh 2 101, Vif inh 3 and Exocytosis inh -1.
`O=C(CCCn1c(=O)[nH]c2cc(Cl)ccc2c1=O)N1CCN(c2ccc([N+](=O)[O-])cc2)CC1` gave N-glyco inh -5, MC4R ag barr -1.1, aDG glyco act -0.1, ABHD5-PLIN5 inh -6, TLR9-MyD88 inh -2, NOD2-RIPK2 inh -9, MC4R antagonist 0, ABCB6 inh 2 95, Vif inh 20 and Exocytosis inh -3.
`COc1ccc(C2=CC(=O)CC(c3ccc(OC)cc3)C2)cc1` (stereo unspecified) gave N-glyco inh 2, MC4R ag barr -2.1, aDG glyco act -0.3, ABHD5-PLIN5 inh 0, TLR9-MyD88 inh -13, NOD2-RIPK2 inh -6, MC4R antagonist 8, ABCB6 inh 2 97, Vif inh -8 and Exocytosis inh 18.
Screening O=C(CNc1ccccc1Cl)Nc1cc(S(=O)(=O)N2CCOCC2)ccc1Cl returned N-glyco inh -6, MC4R ag barr -1.1, aDG glyco act -0.2, ABHD5-PLIN5 inh 7, TLR9-MyD88 inh 7, NOD2-RIPK2 inh -1, MC4R antagonist 7, ABCB6 inh 2 89, Vif inh 12 and Exocytosis inh 5.
`COc1cccc(OCc2cc(C(=O)NCCN3CCCCC3CO)no2)c1` (stereo unspecified) gave N-glyco inh 2, MC4R ag barr -3.0, aDG glyco act -0.2, ABHD5-PLIN5 inh 11, TLR9-MyD88 inh 8, NOD2-RIPK2 inh 1, MC4R antagonist 0, ABCB6 inh 2 104, Vif inh 2 and Exocytosis inh 2.
For COc1cccc(NC(=O)NCc2cccn2C)c1 the results were N-glyco inh 1, MC4R ag barr -2.4, aDG glyco act -0.1, ABHD5-PLIN5 inh 3, TLR9-MyD88 inh 12, NOD2-RIPK2 inh 0, MC4R antagonist 5, ABCB6 inh 2 107, Vif inh 2 and Exocytosis inh 1.
For CC(C)Nc1nc(Cl)nc(NC2CCCCC2)n1 the results were N-glyco inh -1, MC4R ag barr 0.5, aDG glyco act 0.3, ABHD5-PLIN5 inh -4, TLR9-MyD88 inh -5, NOD2-RIPK2 inh -5, MC4R antagonist 11, ABCB6 inh 2 101, Vif inh -4 and Exocytosis inh -4.
Screening CC1=C(C(=O)N2CCOCC2)C(c2ccc(O)cc2)NC(=S)N1 (stereo unspecified) returned N-glyco inh 2, MC4R ag barr -1.2, aDG glyco act 0.1, ABHD5-PLIN5 inh -4, TLR9-MyD88 inh 1, NOD2-RIPK2 inh -2, MC4R antagonist -3, ABCB6 inh 2 100, Vif inh -3 and Exocytosis inh -4.
For COc1cccc(CN2CCN(c3nc4nonc4nc3NC3CC3)CC2)c1 the results were N-glyco inh 0, MC4R ag barr 1.4, aDG glyco act -0.2, ABHD5-PLIN5 inh 9, TLR9-MyD88 inh 10, NOD2-RIPK2 inh -3, MC4R antagonist -6, ABCB6 inh 2 100, Vif inh -11 and Exocytosis inh -1.
Screening CCC(O)(CC)C(=O)N=Nc1c(O)[nH]c2ccccc12 returned N-glyco inh 4, MC4R ag barr -1.3, aDG glyco act 0.0, ABHD5-PLIN5 inh -2, TLR9-MyD88 inh 4, NOD2-RIPK2 inh -4, MC4R antagonist 1, ABCB6 inh 2 98, Vif inh -4 and Exocytosis inh -1.
For O=C1/C(=C/c2ccc(N3CCOCC3)o2)SC(=Nc2ccccc2)N1CCc1c[nH]c2ccccc12 the results were N-glyco inh 1, MC4R ag barr 4.7, aDG glyco act -0.8, ABHD5-PLIN5 inh 77*, TLR9-MyD88 inh 14, NOD2-RIPK2 inh 47*, MC4R antagonist 4, ABCB6 inh 2 inactive and Exocytosis inh 75*.
For Cc1cc(C)cc(NCC(=O)Nc2c(C)cccc2C)c1 the results were N-glyco inh -1, MC4R ag barr -2.2, aDG glyco act 3.3, ABHD5-PLIN5 inh 2, TLR9-MyD88 inh -3, NOD2-RIPK2 inh 4, MC4R antagonist 11, ABCB6 inh 2 100, Vif inh 0 and Exocytosis inh 0.
`COc1cc(CNc2ccc3[nH]c(=O)[nH]c3c2)ccc1OCc1ccccc1F` gave N-glyco inh -4, MC4R ag barr -0.9, aDG glyco act 0.0, ABHD5-PLIN5 inh -3, TLR9-MyD88 inh 8, NOD2-RIPK2 inh 2, MC4R antagonist -7, ABCB6 inh 2 101, Vif inh inconclusive and Exocytosis inh 1.
CCN(CC)c1ccc(/C=N/NC(=O)c2cc3ccccc3[nH]2)cc1 was read as N-glyco inh 4, MC4R ag barr -2.9, aDG glyco act 0.0, ABHD5-PLIN5 inh -2, TLR9-MyD88 inh -5, NOD2-RIPK2 inh 3, MC4R antagonist -1, ABCB6 inh 2 100, Vif inh 19 and Exocytosis inh 3.
CC1CCN(S(=O)(=O)c2cccc(-c3nnc(-c4cccnc4)o3)c2)CC1 was read as N-glyco inh 0, MC4R ag barr 0.1, aDG glyco act -0.2, ABHD5-PLIN5 inh 3, TLR9-MyD88 inh -3, NOD2-RIPK2 inh -2, MC4R antagonist 4, ABCB6 inh 2 96, Vif inh -5 and Exocytosis inh -1.
`COc1ccc(CC(=O)Nc2ccccc2C(=O)N2CCOCC2)cc1` gave N-glyco inh 1, MC4R ag barr -1.4, aDG glyco act 0.0, ABHD5-PLIN5 inh -3, TLR9-MyD88 inh -2, NOD2-RIPK2 inh 6, MC4R antagonist 0, ABCB6 inh 2 103, Vif inh 4 and Exocytosis inh 18.
COc1ccc(OC)c(N/C=C2/CCCCC2=O)c1 was read as N-glyco inh 0, MC4R ag barr 1.0, aDG glyco act 0.0, ABHD5-PLIN5 inh -6, TLR9-MyD88 inh 3, NOD2-RIPK2 inh -2, MC4R antagonist -5, ABCB6 inh 2 106, Vif inh -1 and Exocytosis inh -3.
For O=C(Nc1ccc(N2CCOCC2)c(S(=O)(=O)Nc2ccccc2Cl)c1)c1ccc(F)cc1 the results were N-glyco inh -11, MC4R ag barr -0.7, aDG glyco act 0.0, ABHD5-PLIN5 inh 0, TLR9-MyD88 inh 2, NOD2-RIPK2 inh -23, MC4R antagonist 2, ABCB6 inh 2 104, Vif inh 1 and Exocytosis inh 10.
For COc1ccc(OC)c(NC(=O)N2CCCC(C(=O)c3ccccc3OC)C2)c1 (stereo unspecified) the results were N-glyco inh 2, MC4R ag barr -0.6, aDG glyco act 0.2, ABHD5-PLIN5 inh 0, TLR9-MyD88 inh 5, NOD2-RIPK2 inh -10, MC4R antagonist -7, ABCB6 inh 2 90, Vif inh -1 and Exocytosis inh 0.

Random excerpt: 3 records from the list
`COc1cccc(OCc2cc(C(=O)NCCN3CCCCC3CO)no2)c1` (stereo unspecified) gave N-glyco inh 2, MC4R ag barr -3.0, aDG glyco act -0.2, ABHD5-PLIN5 inh 11, TLR9-MyD88 inh 8, NOD2-RIPK2 inh 1, MC4R antagonist 0, ABCB6 inh 2 104, Vif inh 2 and Exocytosis inh 2.
For O=C1/C(=C/c2ccc(N3CCOCC3)o2)SC(=Nc2ccccc2)N1CCc1c[nH]c2ccccc12 the results were N-glyco inh 1, MC4R ag barr 4.7, aDG glyco act -0.8, ABHD5-PLIN5 inh 77*, TLR9-MyD88 inh 14, NOD2-RIPK2 inh 47*, MC4R antagonist 4, ABCB6 inh 2 inactive and Exocytosis inh 75*.
CC1CCN(S(=O)(=O)c2cccc(-c3nnc(-c4cccnc4)o3)c2)CC1 was read as N-glyco inh 0, MC4R ag barr 0.1, aDG glyco act -0.2, ABHD5-PLIN5 inh 3, TLR9-MyD88 inh -3, NOD2-RIPK2 inh -2, MC4R antagonist 4, ABCB6 inh 2 96, Vif inh -5 and Exocytosis inh -1.

(listing goes on)
`Cc1cc(C)cc(CC(CC(=O)Nc2ccc(Cl)cc2)C(=O)O)c1` (stereo unspecified) gave N-glyco inh 2, MC4R ag barr -0.4, aDG glyco act -0.1, ABHD5-PLIN5 inh -1, TLR9-MyD88 inh -4, NOD2-RIPK2 inh -4, MC4R antagonist 16, ABCB6 inh 2 96, Vif inh -9 and Exocytosis inh -6.
For CC(C)OC(=O)c1c(NC(=O)CCn2nnc3ccccc32)sc2c1CCCC2 the results were N-glyco inh -2, MC4R ag barr -0.4, aDG glyco act 0.0, ABHD5-PLIN5 inh -7, TLR9-MyD88 inh -1, NOD2-RIPK2 inh -3, MC4R antagonist 7, ABCB6 inh 2 95, Vif inh -4 and Exocytosis inh 5.
`Cc1ccc(C)c(NC(=O)Cc2coc3cc4c(cc23)CCC4)c1` gave N-glyco inh 1, MC4R ag barr -0.8, aDG glyco act -0.1, ABHD5-PLIN5 inh 3, TLR9-MyD88 inh -6, NOD2-RIPK2 inh -12, MC4R antagonist 9, ABCB6 inh 2 97, Vif inh 3 and Exocytosis inh -5.
`COc1ccc([C@H]2CC(=O)C=C(c3cc(C)ccc3F)C2)cc1` gave N-glyco inh -2, MC4R ag barr 0.2, aDG glyco act 0.2, ABHD5-PLIN5 inh -1, TLR9-MyD88 inh -1, NOD2-RIPK2 inh -7, MC4R antagonist 11, ABCB6 inh 2 96, Vif inh -1 and Exocytosis inh -2.
For CC(C)(C)c1csc(Sc2ncccc2[N+](=O)[O-])n1 the results were N-glyco inh 3, MC4R ag barr 1.4, aDG glyco act 0.1, ABHD5-PLIN5 inh -2, TLR9-MyD88 inh -2, NOD2-RIPK2 inh -18, MC4R antagonist 1, ABCB6 inh 2 96, Vif inh 8 and Exocytosis inh -4.
`N#CC1=C(N)Oc2cc(O)ccc2C1c1ccncc1` (stereo unspecified) gave N-glyco inh -3, MC4R ag barr -2.1, aDG glyco act -0.4, ABHD5-PLIN5 inh -1, TLR9-MyD88 inh 6, NOD2-RIPK2 inh 1, MC4R antagonist -8, ABCB6 inh 2 85, Vif inh 3 and Exocytosis inh -2.
`O=C(c1cccs1)N1CCN(C2CCN(Cc3ccccc3)CC2)CC1` gave N-glyco inh 2, MC4R ag barr -1.3, aDG glyco act 0.3, ABHD5-PLIN5 inh 1, TLR9-MyD88 inh 1, NOD2-RIPK2 inh -1, MC4R antagonist 3, ABCB6 inh 2 101, Vif inh 6 and Exocytosis inh -1.
Screening CCOC(=O)Cc1c(Cl)c2ccccc2[nH]c1=O returned N-glyco inh 1, MC4R ag barr -0.9, aDG glyco act -0.1, ABHD5-PLIN5 inh -7, TLR9-MyD88 inh 11, NOD2-RIPK2 inh -7, MC4R antagonist 2, ABCB6 inh 2 97, Vif inh 34 and Exocytosis inh -3.
